# SUMO HTRF inh: blocks human SUMOylation mediated by UBC9; HTRF SUMOylation assay, SAE1/SAE2 + UBC9, in vitro; AID 2006; P63279; inhibition, % at 35 µM; 0.36% of 290,000 active; in the data active = inhibition above about 50%, passing the limit was not always enough; also: strong numbers were not always called active
# Target sequence (P63279 whole entry, looked up): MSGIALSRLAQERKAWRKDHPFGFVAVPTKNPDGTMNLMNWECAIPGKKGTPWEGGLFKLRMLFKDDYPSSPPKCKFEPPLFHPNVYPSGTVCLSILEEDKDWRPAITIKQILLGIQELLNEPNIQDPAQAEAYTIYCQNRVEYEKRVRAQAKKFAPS
# PfM18AAP inh: PfM18AAP enzyme inhibition; recombinant PfM18AAP, H-Glu-NHMec fluorogenic cleavage; inhibition, % at 7.35 µM; 1.2% of 290,000 active; AID 1822;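 active = inhibition above the campaign mean inhibition over all tested compounds plus 3 SD, cut at about 28% in these data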;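 also: 0% = plate median of test compound wells and 100% = 2 mM ZnCl2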
# IDE act: boosts human insulin-degrading enzyme activity in HEK cells | FAbeta-B cleavage, fluorescence polarization; 0% vehicle, 100% cell-free pure enzyme wells | activation, % at 5.96 µM | P14735 | 0.073% of 340,000 active;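 active = activation above the mean of all tested compounds plus 3 SD, set per screening campaign, cut at about 17% in these data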
# MEKK2 mut-MEK5: signal of MEK5 binding to mutant human MEKK2 PB1 domain | percent response, % at 10 µM | 0.35% of 290,000 active | bead flow cytometry, Alexa488-MEK5 binding to MEKK2 mutant | AID 1530; in the data active = percent response above about 24%, passing the limit was not always enough; also: inactives centre near 1; some results filed as inactive read as strong as hits; reference of the scale not given here
# MEKK2wt PB1 HTS: raises or lowers MEK5 binding to wildtype human MEKK2 PB1 domain | Q9Y2U5 | bead flow cytometry, Alexa488-MEK5 binding to MEKK2 WT; actives lie on both sides | binding response (% of control), % at 10 µM | 1.1% of 290,000 active | AID 1531; in the data active = binding response below about 67% or above about 130%
# NALP1 inh: blocks the NALP1 inflammasome reconstituted in yeast. S. cerevisiae NALP1/ASC/caspase-1 growth, X-gal OD620, 72 h. inhibition, % at 10 µM. 0.61% of 280,000 active; in the data active = inhibition mostly above about 24%, no sharp cut-off; inactive = mostly below about 32%; also: some compounds called inactive have numbers as strong as hits
# MEKK3 PB1 HTS: MEKK3-MEK5 PB1 interaction, increase or decrease; bead-based flow cytometry, Alexa488-MEK5 binding to MEKK3; actives lie on both sides; 0 = blocked by unlabeled MEK5, 100 = vehicle; Q99759; AID 1529; 1.4% of 290,000 active; binding response (% of control), % at 10 µM;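 active = binding response more than 3 SD above or below the average of its plate-row segment, actives on both sides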;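 also: Alexa488 bead fluorescence after subtracting the streptavidin-only scavenger bead signal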
# Target sequence (Q99759 whole entry, looked up): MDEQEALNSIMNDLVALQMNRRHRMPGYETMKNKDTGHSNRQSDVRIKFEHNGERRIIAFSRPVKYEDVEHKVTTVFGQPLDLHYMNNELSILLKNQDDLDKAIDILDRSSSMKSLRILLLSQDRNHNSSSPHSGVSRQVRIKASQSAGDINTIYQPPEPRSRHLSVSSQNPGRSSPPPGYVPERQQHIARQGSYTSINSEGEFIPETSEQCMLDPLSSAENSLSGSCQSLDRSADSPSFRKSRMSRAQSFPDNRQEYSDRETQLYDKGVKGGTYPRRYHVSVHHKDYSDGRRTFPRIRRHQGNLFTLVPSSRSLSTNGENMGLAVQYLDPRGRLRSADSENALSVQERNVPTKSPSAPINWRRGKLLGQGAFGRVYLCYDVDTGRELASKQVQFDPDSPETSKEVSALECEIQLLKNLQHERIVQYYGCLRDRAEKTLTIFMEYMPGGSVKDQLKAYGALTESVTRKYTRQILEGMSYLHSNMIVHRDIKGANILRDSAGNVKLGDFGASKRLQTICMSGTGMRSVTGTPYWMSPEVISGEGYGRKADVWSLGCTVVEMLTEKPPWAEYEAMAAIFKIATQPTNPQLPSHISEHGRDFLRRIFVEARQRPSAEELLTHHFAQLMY
# IDE cell inh: inhibitors of human insulin-degrading enzyme in cells | P14735 | HEK cells, FAbetaB cleavage, fluorescence polarization | inhibition, % at 5.59 µM | 0.41% of 320,000 active;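 active = percent inhibition above the average of all tested compounds plus 3 SD, set per screening campaign, cut at about 16% in these data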;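 also: IDE supplied by intact live HEK cells; FP after avidin binding of uncleaved biotin substrate so inhibition keeps polarization high; 0% = DMSO wells and 100% = 60 µM reference IDE inhibitor Ii1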
# p-CIP stab down: p/CIP protein destabilization; 0.01% of 290,000 active; F442A p/CIP-EGFP cells, EGFP fluorescence, 16 h; decrease of EGFP signal, % at 10 µM;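 active = EGFP signal decrease of at least 30% at 10 µM or well 3 SD below plate mean, unless failing retest; inactive = the rest, including hits failing retest or dose response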; also: some compounds called inactive have numbers as strong as hits; many of its hits are not listed in these tables
# * marks the source's active call; other numbers are inactive results; x = no result given; [ ] = dose if it differs, or a comment. A portion of the library; count on the stated rates, not on these rows.
item	SUMO HTRF inh	PfM18AAP inh	IDE act	MEKK2 mut-MEK5	MEKK2wt PB1 HTS	NALP1 inh	MEKK3 PB1 HTS	IDE cell inh	p-CIP stab down	canonical_smiles
1	17	-8	-2	10	102	13	103	4	-24	Cc1nn(CCO)c2ncc(C(=O)c3cc(F)ccc3O)cc12
2	11	-2	2	5	103	-8	103	-1	12	O=C(NCc1ccco1)c1ccc(Cl)s1
3	-3	3	0	1	100	8	98	-6	-10	COc1ccc(CN(CC2CCCO2)C(=O)CN2C(=O)COc3ccccc32)cc1OC (stereo unspecified)
4	-4	6	3	6	114	1	104	-6	-14	CCOC(=O)C1(CCOc2ccccc2)CCN(Cc2ccc(O)c(OCC)c2)CC1
5	6	2	-1	11	108	-2	108	1	-9	CCCc1cc(=O)[nH]c(SCC(=O)Nc2cccc3ccccc23)n1
6	-3	10	-1	6	105	4	101	5	-12	CC(C)N(CCNC(=O)c1ccc(NC2=NC3CS(=O)(=O)CC3S2)cc1)Cc1ccco1 (stereo unspecified)
7	18	-10	-1	-1	95	19	100	0	-2	Cc1nc2scc(C)n2c(=O)c1S(=O)(=O)NCc1ccccc1
8	14	12	-2	-9	94	8	96	11	-10	CN(Cc1ccccc1)Cc1nc2scc(-c3ccccc3)c2c(=O)[nH]1
9	-14	-1	-6	3	102	1	106	3	5	CCOC(=O)N1CCC(NC(=O)Cn2ncc3ccccc32)CC1
10	-15	-3	2	20	104	20	105	1	6	O=C(Nc1ccccc1C(=O)OCC(=O)c1c[nH]c2ccccc12)c1ccco1
11	-8	2	-7	-4	97	1	96	x	-13	Cc1cc(C(=O)N2CCCC(C(=O)c3ccc(Oc4ccccc4)cc3)C2)n[nH]1 (stereo unspecified)
12	5	0	2	-1	97	-2	96	1	-2	COc1ccc(S(=O)(=O)N2CCC(C(=O)NCCC(=O)NCc3ccccc3OC)CC2)cc1
13	-1	-6	-4	-3	94	-3	97	4	9	COc1ccc(C2SCC(=O)N2Cc2ccccc2)cc1 (stereo unspecified)
14	-11	4	0	0	97	25	100	4	3	COc1cccc(-n2nnc3c(=O)n(Cc4ccc(Cl)cc4)cnc32)c1
15	22	-7	-1	-5	97	13	97	-6	-14	N#Cc1ccccc1Sc1ccccc1C(=O)N1CCOCC1
16	0	-2	2	-9	93	-11	99	3	-5	CCCCC(=O)N(Cc1ccc2c(c1)OCO2)Cc1nc2ccccc2c(=O)[nH]1
17	-12	-1	-3	4	103	-16	104	1	6	Cc1nnc(SC(C)C(=O)Nc2ccc(Cl)cn2)n1Cc1ccccc1 (stereo unspecified)
18	5	-1	-13	1	104	-5	101	12	-5	O=C(Nc1ccc2nc(-c3ccccc3)[nH]c2c1)c1cccs1
19	-7	4	-6	-2	98	13	99	-2	8	O=C(CSc1nc2c(cnn2-c2ccccc2)c(=O)[nH]1)NC1CCS(=O)(=O)C1 (stereo unspecified)
20	7	-5	-8	7	103	1	103	0	-5	COC(=O)c1ccc(CSc2nc3ccc(Cl)cc3[nH]2)o1
21	8	3	1	-9	92	26*	73*[inhibitor]	5	-8	Cn1cc(CN2CCN(c3ccccc3)CC2)c2ccccc21
22	20	2	x	-2	103	8	98	6	-9	Cc1cc(=O)n(C)c(=O)n1CCCCCCOc1ccc([N+](=O)[O-])cc1
23	x	x	6	0	90	x	94	4	x	CC1(OC(=O)C2CCCC2)C(=O)C=C2C=C(c3ccc(C#N)cc3)OC=C2C1=O (stereo unspecified)
24	12	-15	1	-10	96	-1	103	3	-14	COc1ccc(CC2(CO)CCN(Cc3cccc4nccnc34)CC2)cc1
25	15	14	6	8	104	6	102	-3	-12	COc1cc(/C=N/NC(=O)C(C)n2nnc3ccccc32)ccc1O (stereo unspecified)
26	-4	-7	2	0	103	-15	100	2	-3	O=C(c1ccc(F)cc1)N1CCN2C(=O)c3ccccc3C12c1ccc(Cl)cc1 (stereo unspecified)
27	8	-2	-2	1	103	-7	103	-1	-6	CC1=N/C(=C\c2ccc([N+](=O)[O-])cc2)C(=O)N1c1ccc(F)cc1F
28	-6	2	2	-1	98	11	98	2	-7	Cc1ccc(/C(N)=N/OC(=O)Cc2cccc3ccccc23)cc1
29	-3	4	3	3	104	0	104	2	-8	Brc1ccc(OCc2cn3ccccc3n2)cc1
30	43	16	-7	-1	86	38	101	6	-4	COc1ccc(/C=C/C(=O)c2ccncc2)c2ccccc12
31	x	x	4	-6	97	x	99	1	x	COc1ccc(CNC(=O)C2(CC3CC(c4ccccc4)=NO3)CCN(C(=O)c3cccc(O)c3)CC2)cc1 (stereo unspecified)
32	20	-7	3	5	106	-4	103	-8	-3	O=C(c1cccc(Oc2ccc([N+](=O)[O-])cc2Cl)c1)N1CCOCC1
33	-6	-7	5	3	101	8	101	5	3	COc1cc2c(cc1OC)C(c1ccccc1)NC(C)(C)C2 (stereo unspecified)
34	11	-2	-2	0	103	5	102	x	-10	COc1cc(NS(=O)(=O)c2ccc3[nH]c(=O)[nH]c3c2)cc(OC)c1
35	7	-1	11	2	101	0	99	-1	4	COc1ccccc1C1/C(=C(/O)c2ccc(C)cc2)C(=O)C(=O)N1CC(C)O (stereo unspecified)
36	-1	-4	0	4	104	-4	108	3	-26	CCCN(CCC)C(=O)CSc1nc2ccccc2c(=O)n1CC1COc2ccccc2O1 (stereo unspecified)
37	26	4	3	4	93	14	97	2	7	CNCCc1ccccn1
38	-8	0	8	-22	95	x	90	2	-6	O=C(COc1ccc(Cl)cc1Cl)NN1C(=O)C2C3C=CC([C@@H]2C1=O)C31CC1 (stereo partly specified)
39	2	-13	4	-2	100	6	99	2	-5	C=CCNC(=O)C1CCCN(S(C)(=O)=O)C1 (stereo unspecified)
40	6	1	-2	8	108	23	105	5	1	COC(=O)c1cc2ccsc2n1CC(=O)Nc1ccc(N(C)C)cc1
41	16	2	0	1	99	19	102	-9	-16	Cc1ccc(C(=O)NCC(=O)N2CCCCCC2)cc1
42	8	-2	4	5	104	-38	108	0	8	COc1ccc(C)cc1Nc1nc(C)nc2sc(C)cc12
43	7	0	6	1	99	26	83	-2	-20	Cc1ccccc1OCc1nc2ccccc2c(=O)n1/N=C/c1cn[nH]c1-c1ccc(Br)cc1
44	-3	-15	-2	-3	94	12	98	1	6	O=C(CN1CCCCC1)NCCNC(=O)CN1CCCCC1
45	19	0	2	2	103	6	104	0	-3	CC(NC(=O)CSc1n[nH]c(=O)n1C1CC1)C12CC3CC(CC(C3)C1)C2 (stereo unspecified)
46	15	6	-9	5	111	-3	107	-2	-8	Cc1cccc(OCCC(=O)Nc2c(C)n(C)n(-c3ccccc3)c2=O)c1

# Structural class, the compounds so far with four or more nitrogen atoms.
item	SUMO HTRF inh	PfM18AAP inh	IDE act	MEKK2 mut-MEK5	MEKK2wt PB1 HTS	NALP1 inh	MEKK3 PB1 HTS	IDE cell inh	p-CIP stab down	canonical_smiles
6	-3	10	-1	6	105	4	101	5	-12	CC(C)N(CCNC(=O)c1ccc(NC2=NC3CS(=O)(=O)CC3S2)cc1)Cc1ccco1 (stereo unspecified)
9	-14	-1	-6	3	102	1	106	3	5	CCOC(=O)N1CCC(NC(=O)Cn2ncc3ccccc32)CC1
14	-11	4	0	0	97	25	100	4	3	COc1cccc(-n2nnc3c(=O)n(Cc4ccc(Cl)cc4)cnc32)c1
17	-12	-1	-3	4	103	-16	104	1	6	Cc1nnc(SC(C)C(=O)Nc2ccc(Cl)cn2)n1Cc1ccccc1 (stereo unspecified)
19	-7	4	-6	-2	98	13	99	-2	8	O=C(CSc1nc2c(cnn2-c2ccccc2)c(=O)[nH]1)NC1CCS(=O)(=O)C1 (stereo unspecified)
25	15	14	6	8	104	6	102	-3	-12	COc1cc(/C=N/NC(=O)C(C)n2nnc3ccccc32)ccc1O (stereo unspecified)
43	7	0	6	1	99	26	83	-2	-20	Cc1ccccc1OCc1nc2ccccc2c(=O)n1/N=C/c1cn[nH]c1-c1ccc(Br)cc1
44	-3	-15	-2	-3	94	12	98	1	6	O=C(CN1CCCCC1)NCCNC(=O)CN1CCCCC1
45	19	0	2	2	103	6	104	0	-3	CC(NC(=O)CSc1n[nH]c(=O)n1C1CC1)C12CC3CC(CC(C3)C1)C2 (stereo unspecified)
